Assay outcomes as filed in PubChem BioAssay.
Vc quorum ag: induces V. cholerae light production without autoinducers | activation, % at 18.7 µM | 0.16% of 350,000 active | V. cholerae BH1578 lux reporter, luminescence, 6 h; in the data active = activation mostly above about 9.7%, no sharp cut-off; inconclusive = no clear call, values can overlap the other calls; inactive = mostly below about 3.7%; note: not every result past the cut was called active; inactives centre near 0; reference of the scale not given here
Yp Topo-I inh: Y. pestis Topo-I inhibition via cleavage products; Y. pestis Topo-I cleavage product accumulation, plate reader; activity, % at 10 µM; 0.064% of 360,000 active; AID 504884; in the data active = activity above about 50%, passing the limit was not always enough; inconclusive = no clear call, values can overlap the other calls; note: inactives centre near 2
BoNT A protease: inhibitors of Botulinum neurotoxin A light chain protease | multiplex microsphere protease substrate cleavage, flow cytometry | inhibition, % at 10 µM | 0.17% of 360,000 active; note: plate controls were buffer without enzyme for full effect and enzyme alone for no effect
TcdB GH inh: blocks C. difficile toxin B glycohydrolase activity | P18177 | TcdB glycohydrolase enzymatic assay, plate reader | inhibition, % at 9.99 µM | 0.24% of 350,000 active; in the data active = inhibition above about 10%
SARS 3CLpro inh: SARS-CoV 3CLpro protease inhibition; P0C6X7; 0.14% of 290,000 active; recombinant SARS-CoV 3CLpro, quenched FRET peptide cleavage; inhibition, % at 6 µM; in the data active = inhibition above about 12%
Anthrax LF prot: blocks Bacillus anthracis lethal factor protease | P15917 | 0.12% of 360,000 active | multiplex microsphere protease cleavage assay, LF | inhibition, % at 10 µM; note: plate controls were buffer without enzyme for full effect and enzyme alone for no effect
Target sequence (P15917 whole entry, looked up): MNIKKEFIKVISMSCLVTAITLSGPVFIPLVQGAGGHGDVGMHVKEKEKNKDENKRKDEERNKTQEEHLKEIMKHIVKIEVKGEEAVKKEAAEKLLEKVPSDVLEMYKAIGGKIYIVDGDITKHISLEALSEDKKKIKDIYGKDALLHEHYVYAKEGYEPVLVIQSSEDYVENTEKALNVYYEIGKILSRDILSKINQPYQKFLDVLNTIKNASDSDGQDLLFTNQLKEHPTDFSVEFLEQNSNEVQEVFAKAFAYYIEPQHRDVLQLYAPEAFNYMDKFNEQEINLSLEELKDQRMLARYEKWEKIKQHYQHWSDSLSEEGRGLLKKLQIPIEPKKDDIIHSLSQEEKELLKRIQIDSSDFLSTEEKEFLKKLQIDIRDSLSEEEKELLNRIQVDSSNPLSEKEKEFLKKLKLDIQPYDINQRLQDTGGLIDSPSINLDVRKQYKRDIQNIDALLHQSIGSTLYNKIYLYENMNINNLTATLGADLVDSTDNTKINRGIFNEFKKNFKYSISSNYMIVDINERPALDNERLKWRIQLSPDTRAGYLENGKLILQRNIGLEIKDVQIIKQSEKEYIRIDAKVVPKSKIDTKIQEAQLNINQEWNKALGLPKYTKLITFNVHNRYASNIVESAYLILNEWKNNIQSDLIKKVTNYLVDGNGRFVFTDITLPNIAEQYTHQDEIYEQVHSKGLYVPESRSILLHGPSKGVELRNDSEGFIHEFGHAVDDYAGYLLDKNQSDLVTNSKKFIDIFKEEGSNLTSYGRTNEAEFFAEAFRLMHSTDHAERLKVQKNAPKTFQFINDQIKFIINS
PrPC TRFRET: inhibitors of human cell surface prion protein PrPC; 0.43% of 370,000 active; P04156; AID 720596; inhibition, % at 13.8 µM; TR-FRET read-out; in the data active = inhibition above about 24%; note: 0% = median of the test wells and 100% = reference compound wells
PfHsp40 rescue: restores yeast growth despite PfHsp40 toxicity. 0.68% of 340,000 active. AID 504582. growth rescue, % at 12.5 µM. S. cerevisiae expressing PfHsp40, growth rescue, ATP luminescence; in the data active = growth rescue above about 28%, passing the limit was not always enough; inconclusive = no clear call, values can overlap the other calls;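 note: yeast W303a lacking pdr1 and pdr3 grown in galactose medium; growth measured after three days at 30 °C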
SSB-PriA inh: K. pneumoniae PriA-SSBct interaction inhibition; inhibition, % at 33 µM; AlphaScreen SSBct-PriA binding, biotinylated peptide; 0.6% of 430,000 active; in the data active = inhibition mostly above about 37%, no sharp cut-off; inactive = mostly below about 20%;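 note: plate controls were negative control peptide for no effect and reference peptide for full effect; strong numbers were not always called active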
Starred values were filed as active, the others as inactive; i = inactive; ? = inconclusive; . = no result given; & = joins results of further samples. Cut-off read from the data, not from the text of the source, unless noted: active = inhibition above about 30%; inconclusive = no clear call, values can overlap the other calls; inactive = below that.

SMILES	Vc quorum ag	Yp Topo-I inh	BoNT A protease	TcdB GH inh	SARS 3CLpro inh	Anthrax LF prot	PrPC TRFRET	PfHsp40 rescue	SSB-PriA inh
CCNC(=O)C1(C)CCN(C(=O)c2ccccc2C(F)(F)F)C1 (stereo unspecified)	-0.9	0	-0.1	0.8	.	0	-1	.	.
CN1CCC2(CC1)Nc1nc(SCc3ccc(Cl)cc3)nn1C1=C2CN(C)CC1	-0.5	-15	1.5	.	2	-4	-9	-0.5	-6
CCOC(=O)C1CCN(C(=O)CN(Cc2ccccc2)S(C)(=O)=O)CC1	-6.2	6	-0.7	1.4	-9	-13	4	-0.7	-3
COc1ccccc1C(=O)N(Cc1nc(-c2ccc(Cl)cc2)no1)C(C)C	-0.2	17	-0.2	0.4	-1	-9	2	0.3	-7
Cc1nn(-c2ccccc2)c(C)c1/C=N/NC(=O)CSc1nc2ccccc2c(=O)n1-c1ccc(Br)cc1	i	-2	-0.3	.	2	-3	-2	19	.
CC(Sc1nnc(C2CC2)n1N)C(=O)NC1CCCCC1C (stereo unspecified)	i	3	0.3	-2.3	-4	-1	4	-0.4	-6
Cn1c(NN)nc2sc3c(c2c1=O)CCC3	-0.3	-11	-1.4	.	-3	-9	0	0.2	7
O=C(COc1ccc(Cl)cc1)N1CCN(c2ccc([N+](=O)[O-])c(N3CCCCC3)c2)CC1	-0.3	49	-1.7	0.1	1	-7	0	8.1	1
CCS(=O)(=O)C1=NSC2=NC(=O)/C(=C\c3cc(C)n(-c4cccc(OC)c4)c3C)C(=N)N21	0.1	-1	0.1	-1.0	-3	1	6	1.0	-3
CCOC(=O)N1CCN(C(=O)CSc2nc3c(c(=O)n2-c2ccccc2OC)SCC3)CC1	i	8	0.0	.	-4	-1	-7	-0.6	-10
Fc1ccccc1NC(=S)NCCc1ccc(Cl)cc1	-0.4	4	0.9	2.2	-1	-1	10	-0.6	-8
OCCNc1nc(-c2ccccc2)c2ccccc2n1	i	3	1.8	.	-3	0	-6	-1.0	-4
O=C1c2cccc(OCC(=O)N3CCCc4ccccc43)c2CCN1Cc1ccc(F)cc1	0.3	20	0.6	1.1	0	1	16	0.2	-11
CCOc1ccc(C(=O)NCC(=O)Nc2ccc(N3CCOCC3)cc2)cc1OCC	-0.3	-2	0.3	-1.8	2	3	4	1.2	2
Cc1ccc(NS(=O)(=O)c2ccc(-n3cccn3)cc2)cc1C	i	3	0.2	0.7	2	-3	4	0.6	12
CCN(CC)S(=O)(=O)c1cccc(C(=O)NC2=NCCS2)c1	-0.3	-2	-4.7	-0.6	1	-8	7	-2.0	-2
CCN(CC)c1ccc(/C=N/N=C(c2ccccc2)c2ccccc2)c(O)c1	-0.3	2	14	-0.3	-2	5	9	0.3	.
Cc1cc(C)n(-c2ncccc2[N+](=O)[O-])n1	-0.7	-10	-2.3	1.1	4	5	2	-1.2	-8
CCCCC(O)(CCN1CCOCC1)c1ccc(Cl)cc1 (stereo unspecified)	-0.2	9	3.0	1.1	8	-8	.	-1.1	-8
COc1cccc(CNC(=O)COC(=O)c2cc(Br)c(Br)s2)c1	i	27	1.3	0.8	.	15	-1	-2.1	-8
O=[N+]([O-])c1ccccc1/C=C/CN1CCN(Cc2ccc3c(c2)OCO3)CC1	-0.7	4	-2.8	0.7	5	9	-9	0.0	-2
N#CCCN(C(=O)CSc1n[nH]c(=O)[nH]c1=O)c1ccccc1	i	-4	0.0	0.6	.	-5	-6	-0.6	-6
COC(=O)c1sccc1NC(=O)C1CC2CCC1C2 (stereo unspecified)	-0.2	9	1.1	.	-1	8	3	0.5	-4
CNS(=O)(=O)c1cc(C(=O)NCc2ccco2)ccc1Cl	3.6	1	-0.1	.	-5	1	0	-0.2	-12
Cc1ccc2oc(C(=O)N(Cc3ccc(N(C)C)cc3)C3CCS(=O)(=O)C3)c(C)c2c1 (stereo unspecified)	-0.3	34	-0.8	2.3	2	-4	-6	0.4	43*
CC(NC(=S)Nc1cccc(F)c1)C(c1cccs1)N1CCOCC1 (stereo unspecified)	4.9	4	-1.1	0.2	-2	4	1	-0.4	-9
Cc1cc(O)c(-c2n[nH]c3c2C(c2cccc(O)c2)N(Cc2cccnc2)C3=O)cc1Cl (stereo unspecified)	-0.3	2	-1.4	.	0	-23	10	2.6	3
Cc1c(C(=O)NN2CCOCC2)cccc1[N+](=O)[O-]	-0.4	-1	0.3	0.8	.	8	0	-0.2	-5
Cc1cccc(N(C)S(=O)(=O)c2ccc3c(c2)NC(=O)CC(=O)N3)c1	-0.3	5	0.2	2.0	-10	3	1	-0.3	-14
O=C(COC(=O)c1cc(Cl)ccc1[N+](=O)[O-])NCc1ccc(Cl)cc1Cl	-0.2	-4	-0.5	1.5	-1	-5	-9	1.5	23
CN1CCN(C2CN(Cc3ccccc3)S(=O)(=O)C2)CC1 (stereo unspecified)	.	.	0.1	0.4	.	-4	-2	.	.
COc1ccc(-c2csc(/C(C#N)=C(\O)CSc3nccn3C)n2)cc1OC	.	-1	0.5	.	5	0	-7	-0.6	.
CCCCN1C=CC(=C2C(=O)c3ccccc3C2=O)C=C1	1.7	-2	2.2	1.1	8	-1	-29	-3.6	5
Cc1ccc(N(C(=O)CNC(=O)c2ccco2)C(C(=O)NCC2CCCO2)c2ccccc2)cc1C (stereo unspecified)	-2.2	6	-1.9	0.5	3	4	3	0.8	0
COc1ccc2nc3ccccc3[n+]([O-])c2c1	-1.1	-10	6.7	2.2	.	5	-31	-1.1	-10
CN(C)CC1CCCCC1OC(=O)c1ccc(Cl)cc1 (stereo unspecified)	i	-7	-1.3	1.0	-4	1	-6	-0.3	11
N#C/C(=C\c1cccs1)C(=O)c1ccccc1Cl	.	.	.	1.9	10	.	10	.	-11
O=C(CCNC(=O)c1ccccc1)OCC(=O)c1ccccc1	-0.4	-10	0.5	1.3	-1	0	4	-1.3	-4
O=C(Nc1cccc(C(=O)O)c1)/C(=C\c1ccccc1)NC(=O)c1ccc(Br)o1	1.3	-7	-0.4	-16	.	-6	3	.	.
COc1ccc(NC(=O)N(C)C[C@H]2Oc3c(NC(=O)c4ccncc4)cccc3C(=O)N([C@H](C)CO)C[C@@H]2C)cc1	i	-7	0.3	-0.2&2.0	.	0	0	-0.2	-7
COc1cc(CNC2CCCCCCC2)c(Br)cc1OCCO	i	2	-3.9	-0.7	-1	-4	-5	-0.5	-1
CC1CCN(S(=O)(=O)c2ccc(C(C)C)cc2)CC1	-1.0	23	-0.6	0.1	4	-10	13	1.1	-8
O=C(O)c1ccc(CN2C[C@@H](CO)O[C@@H](n3cnc4c(N5CCOCC5)ncnc43)C2)cc1	i	0	0.0	0.6	.	2	6	.	.
COC(=O)c1ccccc1CC1SC(N)=NC1=O (stereo unspecified)	-0.3	0	-0.7	-1.7	3	1	4	0.7	.
CCC(C(=O)NCc1ccccc1OC)n1nc(C)n2c(cc3occc32)c1=O (stereo unspecified)	i	4	1.2	.	-7	-2	10	-1.2	-20
Cc1ccc2nc(C)cc(C(=O)N3CCCC(N4CCN(c5ccccc5C)CC4)C3)c2c1 (stereo unspecified)	i	8	0.1	-0.9	-3	-4	1	1.6	20
CSC(=Nc1ccc(Cl)cc1)N[n+]1ccccc1	-0.6	1	0.7	.	0	0	-8	-1.1	8
COCCC(=O)N1CCC(Oc2ccc(C(=O)NC3Cc4ccccc4C3)cc2)CC1	-0.2	22	-0.5	0.1	1	-2	3	0.5	5
Cc1nc2ccc(Cl)cc2c(-c2ccccc2Cl)c1CC(=O)O	3.3	-2	0.1	.	3	-7	12	-0.9	1
CC(C)(C)NC(=O)CSCc1ccc(Br)cc1	-0.3	-1	0.9	1.8	-2	-4	2	-0.8	-11
N#CCC(=O)Nc1nc(-c2ccc3c(c2)OCCO3)cs1	-0.4	-6	-0.2	-0.4	4	-4	-7	1.0	-2
CC(C)[C@@H](CO)NS(=O)(=O)c1ccc(Br)cc1F	-1.9	2	-0.2	2.0	.	-7	-1	-2.5	-2
COc1ccccc1-c1nnc(NC(=O)c2ccc3c(c2)OCO3)s1	-0.3	3	-1.1	0.4	1	-5	0	-0.8	-13
O=C1CCC2c3ccc4ccccc4c3CCN12 (stereo unspecified)	i	5	-1.6	.	-5	3	8	-0.4	-5
CC(=O)NCCn1c(SCC(=O)Nc2ccc(C)cc2)nc2ccccc2c1=O	2.0	7	-1.5	-0.6	3	-5	-1	-0.2	2
CCOc1ccc(C(CC(=O)O)NC(=O)COc2ccccc2)cc1 (stereo unspecified)	i	7	-0.3	.	-4	0	1	0.3	7
N#CCCN(C(=O)COC(=O)CSc1ccc(Cl)cc1)c1ccccc1	0.1	25	0.1	-0.8	.	-8	0	0.1	-10
O=C(O)/C=C/C(=O)NCc1csc2ccccc12	-0.7	-3	?	0.9	6	2	7	0.2	-3
COc1cc(C(=O)NCc2ccc3[nH]c(C)cc3c2)cc(OC)c1OC	-0.6	-6	53*	2.3	-2	-36	-5	-0.5	16
CCOc1ccc(N(C(C)=O)c2nc(C)cc(C)c2C#N)cc1	-0.5	2	0.1	.	4	-4	-3	-0.6	8
Following part:
SMILES	Vc quorum ag	Yp Topo-I inh	BoNT A protease	TcdB GH inh	SARS 3CLpro inh	Anthrax LF prot	PrPC TRFRET	PfHsp40 rescue	SSB-PriA inh
C=CCNC(=O)CSc1n[nH]c(-c2cc(Cl)ccc2OC)n1	-0.4	7	-0.8	-0.6	0	0	-2	0.2	-26
COC(=O)CSc1n[nH]c(=S)s1	i	-8	-1.5	0.6	-2	-2	1	0.0	-6
CN(C)CCNC(C(=O)Nc1cc(Cl)cc(Cl)c1)c1ccccc1 (stereo unspecified)	-1.6	-21	0.4	2.0	1	0	0	-1.0	3
c1ccc(-c2nc(NCc3ccco3)c3oc4ccccc4c3n2)cc1	-1.7	-10	?	.	-8	-4	9	1.0	-13
O=C(c1ccc(N2CCOCC2)cc1)N1CCCC(Nc2ccccc2)C1 (stereo unspecified)	i	6	1.0	-0.3	-2	-1	-1	-0.1	5
Cc1ccc(N2C(=O)CC(Sc3cccs3)C2=O)cc1 (stereo unspecified)	-0.7	2	?	1.3	-3	-1	-10	1.1	0
COC(=O)c1[nH]c2ccccc2c1NC(=O)CN1CCCc2ccccc21	-0.3	-4	2.6	.	5	-2	7	4.2	3
CCc1cc2c(=O)n(N)c(CCC(=O)O)nc2s1	-7.3	-8	-0.4	.	2	2	-4	-0.2	5
CSc1nc(=S)n(-c2ccc([N+](=O)[O-])cc2)c(C)c1C(C)=O	-0.1	-12	-3.0	1.4	3	6	-21	-1.2	-11
CCc1cc2ccc(C)cc2nc1SCC(=O)NNC(=O)c1ccco1	.	32	-0.9	-0.2	1	0	22	-0.1	1
Cc1cc(C)c(C2C(C#N)=C(N)Oc3n[nH]c(C)c32)cc1CN1CCOCC1 (stereo unspecified)	i	-2	0.0	-1.1	6	-2	.	-1.6	-18
O=C1C=C(/C=C/c2ccccc2)C[C@@H](c2ccc(F)cc2)C1	2.8	37	-0.4	-1.3	.	0	9	10	-13

Compound profiles, as listed above.
Cc1nc2ccc(Cl)cc2c(-c2ccccc2Cl)c1CC(=O)O reads Vc quorum ag: 3.3; Yp Topo-I inh: -2; BoNT A protease: 0.1; TcdB GH inh: .; SARS 3CLpro inh: 3; Anthrax LF prot: -7; PrPC TRFRET: 12; PfHsp40 rescue: -0.9; SSB-PriA inh: 1
Cc1cc(C)n(-c2ncccc2[N+](=O)[O-])n1 reads Vc quorum ag: -0.7; Yp Topo-I inh: -10; BoNT A protease: -2.3; TcdB GH inh: 1.1; SARS 3CLpro inh: 4; Anthrax LF prot: 5; PrPC TRFRET: 2; PfHsp40 rescue: -1.2; SSB-PriA inh: -8
C=CCNC(=O)CSc1n[nH]c(-c2cc(Cl)ccc2OC)n1 reads Vc quorum ag: -0.4; Yp Topo-I inh: 7; BoNT A protease: -0.8; TcdB GH inh: -0.6; SARS 3CLpro inh: 0; Anthrax LF prot: 0; PrPC TRFRET: -2; PfHsp40 rescue: 0.2; SSB-PriA inh: -26

Only part of the results is shown; the hit share may differ from the screen's.
